USP1 inh: blocks the human USP1/UAF1 deubiquitinase complex | Potency, µM (top dose mostly 57.1 µM), for inactives: at the top dose activity change, negative = inhibition, usual class: inhibitors | hit rate 0.23% among 390,000 | O94782 | recombinant USP1/UAF1, Ub-Rhodamine cleavage fluorescence; further: potency means the concentration at half of the fitted maximal effect; on the % scale 0 is the no-effect control and ±100 the full control effect; nearly all actives have a fitted effect of over 60% in size; inactives centre near -12
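In this screen, compounds sit with the deubiquitinase complex (1nM) for 15 min at room temperature before Ub-Rho is added at 150nM final. Fluorescence rise is then followed for 6 reads every 60 seconds.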
LDHA block: inhibitors of human lactate dehydrogenase A; P00338; purified LDHA, NADH/diaphorase-resazurin fluorescence; active compounds read low; activity change, % (values are at about 110 or 230 µM); hit rate 0.15% among 480,000; AID 1347041; in the data active means activity change below about -30%; inconclusive means mostly about -25% to -30%;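 further: plate controls were DMSO wells for no effect and wells without enzyme for full effect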
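Resorufin fluorescence (ex540/em590), read at 0 and 20 min after diaphorase/resazurin addition, reports the NADH left after a 5 min room-temperature reaction of 2 nM human LDH5 with 0.06 mM NADH and 0.2 mM pyruvate.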
PI4K2A block: inhibitors of human PI4K2A; Q9BTU6; activity change, negative = inhibition, % at 76.9 µM; AID 1346378; purified PI4K2A, ADP-Glo luminescence, 1 h; active compounds read low; hit rate 0.13% among 420,000; in the data active means activity change below about -50%; inconclusive means mostly about -30% to -49%;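 further: -100% = wells without enzyme as full effect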
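ADP-Glo luminescence measured ADP generated by PI4K2A enzyme (4 ug/mL before mixing) with 1.2 mM PI substrate (pre-mix) and 300 microM ATP (pre-mix). Tris pH7.5 buffer with MgCl2, Triton X-100; 1 h reaction at ambient temperature.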
Vif-APOBEC3F blk: inhibitors of Vif-A3F interaction | HeLa A3F-eYFP + Vif (tagged APOBEC3F with the HIV-1 protein that degrades it), YFP fluorescence increase | Potency, µM (titrated, usually from 46.1 µM), inactives show at the highest dose activity, negative = active | hit rate 0.2% among 390,000 | AID 602313; further: potency means the concentration at half of the fitted maximal effect; % of control where 0% means no effect; nearly all actives have a fitted effect of over 65% in size
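HeLa cells stably expressing A3F-eYFP plus Vif, plated and incubated overnight at 37 deg C, then exposed to compounds overnight at 37 deg C. Blocked degradation read as raised yellow fluorescence (Ex 488/Em 500-530).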
TrxR1 substrate: substrates of rat thioredoxin reductase 1; AID 588456; hit rate 0.01% among 390,000; O89049; Potency, µM (highest dose often 114 µM), without a hit: at the highest dose activity change, negative = substrate turnover; purified TrxR1 substrate turnover, NADPH consumption readout; further: potency means the concentration at half of the fitted maximal effect; on the % scale 0 is the no-effect control and ±100 the full control effect; nearly all actives have a fitted effect of over 50% in size
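Rat TrxR1, dispensed at 90 nM, was prereduced with 400 uM NADPH (final) for 5 min at ~22 deg C, then incubated with compound 15 min before 400 uM selenite. A first-read NADPH fluorescence drop versus no-compound background flagged substrates.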
Vif-A3G inh: inhibitors of Vif-APOBEC3G interaction; Q9HC16; hit rate 0.076% among 410,000; HeLa A3G-eYFP + Vif (tagged APOBEC3G with the HIV-1 protein that degrades it), YFP fluorescence, overnight; Potency, µM (titrated, usually from 46.1 µM), for inactives: top-dose activity, negative = active, hits mostly inhibitors;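 further: potency means the concentration at half of the fitted maximal effect; on the % scale 0 is the no-effect control and ±100 the full control effect; nearly all actives have a fitted effect of over 60% in size; hits raise eYFP signal because A3G escapes Vif-driven loss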
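Read-out is eYFP fluorescence (Ex 488/Em 500-530) from Vif-expressing HeLa A3G-eYFP cells; more signal means A3G escaped Vif-mediated degradation. Cells plated overnight, compound pinned in, incubated overnight at 37 deg C.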
mIDH1 inhibitor: human IDH1 R132H inhibition; Potency, µM (titrated, usually from 76.6 µM), without a hit: at the highest dose activity change, negative = inhibition, usual class: inhibitors; hit rate 0.093% among 390,000; IDH1-R132H enzyme, NADPH consumption, diaphorase/resazurin fluorescence; O75874; AID 602179; further: potency means the concentration at half of the fitted maximal effect; on the % scale 0 is the no-effect control and ±100 the full control effect; nearly all actives have a fitted effect of over 65% in size
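IDH1-R132H (0.5 ug/mL dispensed) in pH 7.5 Tris buffer was preincubated 30 min with compound, then given a substrate mix of 0.016 mM NADPH and 2 mM alpha-KG for 80 min at room temperature; remaining NADPH was read by diaphorase/resazurin fluorescence.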
RXFP1 agonist: agonists of human relaxin receptor RXFP1; Q9HBX9; HEK293T-RXFP1 cAMP TR-FRET, 30 min; response scale: percent of porcine relaxin response, buffer zero; Potency, µM (series often up to 57.5 µM), for inactives: at the top dose activation, usual class: activators; hit rate 0.3% among 370,000; further: potency means the concentration at half of the fitted maximal effect; on the % scale 0 is the no-effect control and ±100 the full control effect; nearly all actives have a fitted effect of over 60% in size; many of its hits are not listed in these tables
Target sequence (Q9HBX9 whole entry, looked up): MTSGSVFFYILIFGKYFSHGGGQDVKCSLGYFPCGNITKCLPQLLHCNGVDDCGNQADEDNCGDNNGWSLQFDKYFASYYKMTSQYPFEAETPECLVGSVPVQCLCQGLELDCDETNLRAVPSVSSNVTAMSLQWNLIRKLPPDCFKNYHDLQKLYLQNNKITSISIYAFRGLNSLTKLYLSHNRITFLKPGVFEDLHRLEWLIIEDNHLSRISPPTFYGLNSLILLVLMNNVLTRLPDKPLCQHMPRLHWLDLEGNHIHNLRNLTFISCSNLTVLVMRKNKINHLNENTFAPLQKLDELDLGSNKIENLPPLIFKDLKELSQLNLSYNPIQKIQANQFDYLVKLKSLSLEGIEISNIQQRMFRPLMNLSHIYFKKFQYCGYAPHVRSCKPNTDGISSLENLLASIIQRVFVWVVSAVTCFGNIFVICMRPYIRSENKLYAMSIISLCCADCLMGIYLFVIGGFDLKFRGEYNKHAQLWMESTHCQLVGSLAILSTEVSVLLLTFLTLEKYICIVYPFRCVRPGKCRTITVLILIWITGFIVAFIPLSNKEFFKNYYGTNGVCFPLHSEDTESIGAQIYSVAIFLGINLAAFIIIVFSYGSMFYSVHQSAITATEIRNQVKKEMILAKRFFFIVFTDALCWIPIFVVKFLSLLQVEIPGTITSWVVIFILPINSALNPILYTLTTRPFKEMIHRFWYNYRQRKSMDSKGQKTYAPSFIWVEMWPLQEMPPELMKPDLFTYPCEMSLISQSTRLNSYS
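HEK293T cells stably expressing RXFP1 were pretreated with the PDE4 inhibitor Ro 20174, exposed to compounds for 30 min at 37C, lysed, and cAMP was read by TR-FRET. Data normalized to buffer (basal) and 29 nM porcine relaxin (100%).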
GRP78 ERSR act: ER stress response induction in glioma. U87-MG GRP78 promoter luciferase reporter, 16 h. Potency, µM, for inactives: at the top dose activation, actives largely listed as activators. hit rate 0.02% among 420,000. AID 602332; further: potency means the concentration at half of the fitted maximal effect; series mostly up to about 76 µM; % of control where 0% means no effect; nearly all actives have a fitted effect of over 35% in size
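Stably transfected U87-MG human glioma cells carrying a GRP78-based luminescent sensor were seeded at 1000 cells/well, pin-dosed with compounds and incubated 16 h. Luciferase reagent was then added, and end-point luminescence was read after 10 min at room temperature.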
Starred values were filed as active, the others as inactive; ? = inconclusive; . = no result given; & = joins results of further samples; [ ] = another dose, or the depositor's remark. Unless noted, the call rests on the fitted dose curve; in most records, active means well fitted curve in the direction sought with a large enough effect; inconclusive means small, poorly fitted or top-dose-only effect, or another doubt; inactive means no such curve, though single readings can be large; an effect the other way counts as inactive or inconclusive.

SMILES | USP1 inh | LDHA block | PI4K2A block | Vif-APOBEC3F blk | TrxR1 substrate | Vif-A3G inh | mIDH1 inhibitor | RXFP1 agonist | GRP78 ERSR act
COc1ccc(C(=O)Nc2cc(C)nn2-c2cccc(F)c2)cc1OC | -7% | -9 | 5 | -6% | -4% | -2% | 20% | 1.9% | -4%
CC(=O)c1ccc(OCc2cc(C(=O)N(C)Cc3ncc(C)[nH]3)no2)cc1 | -20% | -10 | -3 | -11% | 2% | -3% | -1% | -1.8% | -2%
CC(=O)c1cccc(NC(=S)N2c3ccccc3CC2C)c1 (centres undefined) | -8% | -3 | 3 | 5% | -8% | 8.9µM* | 4% | 3.2% | -4%
O=C(NNC(=O)c1cccs1)c1ccc(Cl)c(Cl)c1 | 0% | -12 | 2 | -12% | 3%[57.1 µM] | -3% | -7% | 3.6% | 2%
CCCOc1ccc(C(=O)Nc2cc3c(cc2N2CCOCC2)n(C)c(=O)n3C)cc1 | -13% | 17 | 0 | -3% | 5% | 2% | 4% | -3.2% | 0%
Cc1ccc(/C=N/NC(=O)COc2ccccc2-c2ccccc2)cc1 | -17% | -2 | 2 | ? | 6% | -49% | 0% | 1.6% | 15%
COc1ccc(C)cc1N(CC(=O)N1CCCC1)S(C)(=O)=O | ? | -2 | 1 | 2% | -1% | 0% | 7% | 5.5% | -4%
Cc1ccc(NC(=O)CN2C(=O)NC(C)(c3ccc(Cl)cc3)C2=O)c(Br)c1 (centres undefined) | -9% | 4 | 2 | 8% | 5% | 2% | 4% | -5.2% | 4%
COc1ccc(Cn2nnnc2C(c2cccs2)N2CCN(c3ccc([N+](=O)[O-])cc3)CC2)cc1 (centres undefined) | -8% | -8 | 1 | 1% | -8% | 1% | 0% | -0.1% | -5%
COc1ccc(OCCC(=O)Nc2cc3c(cc2C(=O)O)OCCCO3)cc1 | -13% | -2 | -2 | -3% | 2% | 0% | -3% | 0.1% | -9%
Cc1c(O)c2c(=O)n(-c3ccccc3)c(-c3ccccc3)cc2oc1=O | -10% | -3 | 4 | 6% | 9% | 1% | -2% | 5.5% | -7%
COc1cc(NC(=O)c2ccc3c(c2)S(=O)(=O)N=C2CCCCCN23)cc(OC)c1 | -1% | -6 | -5 | -8% | -3% | -6% | 2% | 0.4% | -3%
Cc1cccc(-n2c(SCC(=O)Nc3nnc(C)s3)nnc2-c2ccoc2C)c1 | -8% | -5 | 2 | 0% | -10% | 0% | -1% | 1.5% | -5%
COc1ccc(NC(=O)COC(=O)Cc2ccccc2[N+](=O)[O-])cc1OC | -12% | 2 | -1 | 2% | 1% | 1% | -3% | 2.0% | 2%
CCOC(=O)c1c2c3c(cccc3[nH]c1=O)C(=O)c1ccccc1-2 | -15% | -6 | -2 | -21% | -1% | 2% | -1% | 4.4% | -7%
O=S(=O)(Cc1ccccc1)N1CCN(Cc2ccccc2)CC1 | -5% | -5 | -3 | -1% | -1% | 0% | 0% | 0.0% | -6%
Cn1c(-c2ccc(F)cc2)cnc1SCC(=O)N1CCCc2ccccc21 | -19% | -3 | -5 | 6% | -4% | -5% | 2% | 0.0% | 2%
O=C(NC1CCCCC1)C(c1cccnc1)N(C(=O)c1ccc(Cl)nc1)C1CCCCC1 (centres undefined) | -10% | 6 | 0 | -1% | -11% | -11% | 4% | 4.1% | -2%
CCc1ccccc1NC(=O)CSc1nnc(-c2ccccc2)c(-c2ccccc2)n1 | -9% | 1 | -1 | 2% | -3%[57.1 µM] | -15% | -6% | 2.7% | 0%
COc1ccc(C(=O)N2CCCC(Nc3ccc(C(C)C)cc3)C2)c(OC)n1 (centres undefined) | -9% | 11 | 9 | 4% | -5% | 1% | 8% | 1.2% | -2%
O=C(COc1ccc2ccc(=O)oc2c1)NC1CCS(=O)(=O)C1 (centres undefined) | 0% | -2&3 | 2 | -4% | 33%[activator] | 0% | 13% | . | -2%
CCN1CCN(CCC(=O)Nc2ccccc2OC)CC1 | -14% | -6 | -4 | -7% | 7%[57.1 µM] | 0% | 7% | 0.6% | -1%
O=C(/C=C/c1ccc(S(=O)(=O)N2CCOCC2)cc1)NC(=S)NCCCn1ccnc1 | -11% | -3 | 0 | 6% | 4% | -14% | -3% | -1.8% | -6%
Cc1cc(Br)ccc1NC(=O)c1ccccc1-c1ccccc1 | -4% | 2 | -2 | 7% | 3% | -4% | 9% | 1.0% | -3%
CCOC(=O)N1CCN(c2c(NCc3ccccn3)c(=O)c2=O)CC1 | 2% | 5 | -12 | -5% | -11% | -1% | -16% | 0.0% | -1%
Cc1cc(C)n2nc(C(=O)NCc3ccccc3)nc2n1 | -7% | -2 | -6 | -7% | 11%[57.1 µM] | 0% | 3% | 0.9% | -6%
CCN(CC)C(=O)CN1CCN(Cc2ccc3c(c2)OCO3)CC1 | -7% | -21 | 1 | 6% | 2%[57.1 µM] | 0% | 2% | -1.6% | -1%
COc1ccccc1NC(=O)CCC(=O)O | 2% | 1 | 8 | -3% | -3%[57.1 µM] | 2% | 5% | 0.0% | -4%
COc1ccc(NC(=O)c2ccc3nc[nH]c3c2)c(OC)c1 | -10% | -3 | -1 | -6% | -4% | -5% | 9% | 1.4% | 4%
COC(=O)COc1ccsc1C(=O)OC | -7% | -13 | 7 | 1% | 12%[57.1 µM] | -4% | 2% | -0.8% | -2%
Cc1nnc(SCC(=O)NC2CCCCC2)n1C1CCCCC1 | -21% | -1 | -2 | 6% | 2% | 0% | 3% | 0.4% | -7%
Cc1c(Br)c([N+](=O)[O-])nn1CC(=O)Nc1cccc2nonc12 | -19% | -4 | -1 | -11% | 7%[57.1 µM] | 0% | -1% | 0.6% | -3%
Fc1ccc(Br)cc1/C=N/N1CCN(c2ccccc2)CC1 | -27% | -5 | 10 | 2% | 0% | -8% | -2% | -3.3% | 8%
COc1ccc(S(=O)(=O)N2CCN(C(=O)c3cccnc3)CC2)cc1OC | -16% | -1 | -2 | -1% | -6% | -1% | -1% | -0.9% | -3%
CN(C(=O)c1cccc(NC(=O)Cc2ccc(NC(=O)C3CCCN(C(=O)C4CCC4)C3)cc2)c1)C1CC1 (centres undefined) | -10% | 3 | 0 | 4% | -3% | 6% | 9%[38.3 µM] | . | -2%
COc1ccc(C2CC(c3cccs3)=NN2C(=O)CSc2nncn2C)cc1OC (centres undefined) | -12% | -7 | 5 | -1% | -6% | -5% | -1% | 0.0% | 0%
CCOC(=O)c1cc(C)nc(S(C)(=O)=O)c1C#N | 5% | -6 | -1 | 14% | -2%[57.1 µM] | -19% | 1% | 2.4% | -8%
Cc1c(Cl)ccc2sc(NC(=O)c3ccco3)nc12 | -1% | -9 | -3 | -17% | 5%[57.1 µM] | -11% | -2% | 1.0% | -2%
O=C1c2ccccc2NC(c2ccccc2)N1NS(=O)(=O)c1ccccc1 (centres undefined) | -8% | -10 | 0 | -11% | -2%[57.1 µM] | 3% | 2% | 1.7% | 1%
COC(=O)C1=CN(C)C=C(C(=O)OC)C1c1ccc(O)c(OC)c1 | -11% | 3 | 1 | -13% | 15% | -1% | 9% | 2.5% | -3%
O=c1[nH]cnc2c1C(c1ccc(Cl)cc1)c1c(nc[nH]c1=O)O2 | -1% | -4 | 5 | 0% | 4%[57.1 µM] | 0% | -2% | 6.7% | -2%
O=C(c1ccc2c(=O)n(Cc3ccc4c(c3)OCO4)c(=O)[nH]c2c1)N1CCN(c2ccccc2)CC1 | -21% | -1 | -4 | 6% | 1% | 5% | -2% | 0.6% | -3%
CC(=O)c1c(C(C)=O)c(C)n(C2CCCCC2)c1C | -2% | -6 | -3 | -4% | -6% | 0% | 10% | 1.3% | -5%
CCC(C)(C(=O)NC1CCCCC1)N(C(=O)Cc1cccs1)c1ccccc1 (centres undefined) | 3% | -5 | -2 | -1% | -13% | 0% | -2% | 0.3% | -3%
CCOC(=O)c1[nH]c2ccc(F)cc2c1NC(=O)CCN1CCOCC1 | -21% | -12 | 4 | -3% | 16%[57.1 µM] | 1% | -4% | 0.5% | -2%
CC(C)(C)NC(=O)C(=O)NCc1ccccn1 | -9% | -2 | -1 | 6% | 5%[57.1 µM] | 7% | -7% | -1.0% | 1%
C=C1SC(=Nc2c(C)cc(C)cc2C)N(C(=O)c2sc3ccccc3c2Cl)C12CCCCC2 | -22% | -2 | -5 | 2% | -6%[57.1 µM] | 2% | -8% | 2.5% | -9%
Cc1cc(SCC(=O)N/N=C/c2ccc(O)c(O)c2)c(C)cc1Br | -18% | 8 | 0 | . | -4% | -5% | 5% | 0.1% | -3%
CC(C)Cn1c(N)c(C(=O)COC(=O)c2cnccn2)c(=O)n(C)c1=O | -5% | -5 | -8 | -21% | 4% | -8% | -1% | 0.3% | 2%
CSCCC(NC(=O)C1CCC(C)CC1)C(=O)Nc1ccc(NC(C)=O)cc1 (centres undefined) | -5% | -6 | 2 | 9% | 2% | 0% | 7% | -1.4% | -1%

This is a subset (hit frequency here may not be typical).
